Source: PubChem (Broad Institute)
LGR2 inh: inhibitors of bursicon-induced LGR2 CRE-luciferase signal, primary screen, cell-based, HEK293, CRE-luciferase reporter, bursicon stimulation; bursicon-stimulated, 4 h; inhibition, % at 9.99 µM; 0.35% of 380,000 active; Drosophila bursicon receptor LGR2 (rickets);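 active = drop in luminescence signal, shown as inhibition above about 50% in the replicate tests, limit read from the data, passing the limit was not always enough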;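 note: agonist challenge used bursicon conditioned medium at about half maximal strength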
ARNT-TACC3 inh: disruptors of ARNT/TACC3 protein interaction, primary screen, biochemical, AlphaScreen, single concentration; Transforming acidic coiled-coil-containing protein 3 (Homo sapiens), Q9Y6A5; AlphaScreen His-ARNT PAS-B/GST-TACC3 binding, luminescence; TACC3 fragment carries E629A point mutation; inhibition, % at 9.99 µM; 0.66% of 390,000 active; AID 623870, 2012;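 active = mean inhibition of replicates at least 50% and at least half of replicates each reaching 50%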;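 note: 0% = complete ARNT plus TACC3 wells and 100% = ARNT alone without TACC3; many hits fall short of the cut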
PglD DTNB: C. jejuni PglD acetyltransferase inhibitors, primary screen, biochemical, DTNB colorimetric, single point; purified PglD enzyme, DTNB colorimetric CoA detection; AID 602405, 2012; 0.098% of 360,000 active; inhibition, % at 12.5 µM; in the data active = inhibition above about 16%, passing the limit was not always enough; note: strong numbers were not always called active
C2C12 statin: suppressors of statin myotoxicity in C2C12 myotubes, primary screen, cell-based, single point, plate reader | C2C12 myotubes + simvastatin, ATP luminescence, 48 h; scaled: DMSO 0, geranylgeraniol control 100 | rescue of ATP level, % at 7.49 µM | 0.78% of 330,000 active;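 active = mean ATP rescue above about 67%, or every replicate alone reaching that limit, limit read from the data, passing the limit was not always enough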;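 note: myotubes were challenged with 10 µM simvastatin during compound exposure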
PAX8 reporter: inhibitors of PAX8-driven TPO luciferase reporter, primary screen, RMG-I cells, single concentration. SteadyGlo, 24 h. inhibition, % at 12.6 µM. 1.2% of 360,000 active;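 active = mean replicate inhibition at least 60% with every replicate also reaching 60%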;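 note: luciferase light reporting Pax8 driven TPO promoter activity; plate controls were median of neutral control wells for no effect and mitoxantrone controls for full effect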
INS-1E GSIS act: GLuc luminescence reporter in INS-1E cells, primary screen for activators of glucose-dependent secretion of insulin; INS-1E GLuc reporter insulin secretion, 2-3 h; 0.61% of 370,000 active; activation, % at 16.6 µM;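 active = lowest replicate activation of at least 40%, so every replicate reaches that level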;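 note: 0% = median of neutral control wells and 100% = median of IBMX positive control wells; some compounds called inactive have numbers as strong as hits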
PGC1a acetyl inh: inhibitors of PGC1a acetylation signal, primary screen, cell-based, U2OS, AlphaScreen, inhibitor mode. AlphaScreen anti-acetyl-lysine; with virally co-expressed GCN5 acetyltransferase. inhibition, % at 15.6 µM. 0.17% of 350,000 active;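 active = every replicate shows inhibition of at least 40%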;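 note: 0% = neutral control wells and 100% = positive control wells; some results beyond the cut were filed as inactive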
Cneo AK release: Cryptococcus neoformans cell lysis inducers, primary screen, AK release luminescence, single concentration | C. neoformans lysis, adenylate kinase release luminescence, 4 h; normalised: neutral wells 0, clomiphene wells 100 | lysis activity, % at 15 µM | 0.2% of 360,000 active;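 active = mean lysis activity across replicates of at least 80%, whatever share of replicates individually reach that level; inactive = mean lysis activity below 80%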
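Schedule: static 4 h at 37 °C with compound, 1 h detection; system: C. neoformans cells; benchmarks: Clomiphene as positive control; buffer or medium: fresh YPD medium; measure: luminescence rise reflecting yeast cell lysis; measured by: luminescent adenylate kinase detection reagent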
Starred values were filed as active, the others as inactive; x = no result given.

SMILES | LGR2 inh | ARNT-TACC3 inh | PglD DTNB | C2C12 statin | PAX8 reporter | INS-1E GSIS act | PGC1a acetyl inh | Cneo AK release
C[C@@H]1CN([C@H](C)CO)C(=O)c2cc(NC(=O)Nc3cccc4ccccc34)ccc2O[C@@H]1CN(C)C(=O)Nc1ccc2c(c1)OCO2 | -11 | 0 | 0 | 18 | 20 | 15 | -12 | 3
COCCNC(=O)C[C@H]1C=C[C@@H](NC(=O)NC2CCCC2)[C@@H](CO)O1 | -20 | -2 | -1 | -15 | -15 | -2 | 2 | 21
Cc1ccc(F)c(S(=O)(=O)NC(=O)C2(C)CCN2C(=O)c2ccc(C3CCCCC3)cc2)c1 (stereo not given) | -6 | x | 4 | 8 | -7 | -12 | 0 | -1
O=C(NCCCO)/C(=C\C=C\c1ccccc1)NC(=O)c1ccccc1Cl | -5 | -3 | -4 | x | 10 | -5 | x | -1
O=C(COC(=O)COc1cccc(C(F)(F)F)c1)Nc1ccc(N2CCOCC2)cc1 | 3 | x | -3 | 3 | 4 | 12 | 6 | -1
C=CCNC(=S)/C(=C(/[O-])c1ccccc1Br)[n+]1ccccc1 | -3 | 1 | 2 | 44 | -5 | 10 | -4 | 4
O=C1C2CCCCC2C(=O)N1Cc1ccccc1 (stereo not given) | -20 | 2 | x | 2 | 2 | 1 | 4 | x
CCc1ccc(-c2csc(NC(=O)C3=COCCO3)n2)cc1 | -53 | 5 | 7 | -16 | -242 | 1 | x | -1
COc1ccc(CNC(=O)c2ccc3c(c2)N(C)C(=O)CS3=O)cc1 (stereo not given) | -12 | x | 1 | 0 | 29 | -12 | 0 | -3
CC(C)CNC(=S)N1CCC(NC(=O)c2ccco2)CC1 | 9 | -2 | x | x | 15 | -9 | -2 | x
C[C@@H]1CN([C@@H](C)CO)C(=O)c2cc(NC(=O)Cc3ccccc3)ccc2O[C@@H](C)CCCCO[C@@H]1CN(C)S(=O)(=O)c1ccc(Cl)cc1 | 15 | 13 | 0 | x | 20 | -43 | -10 | 5
COc1cccc(-c2csc(N3CCN(CC(=O)NNC(=O)c4ccco4)CC3)n2)c1 | -29 | 1 | x | x | -21 | -1 | -7 | x
Cc1ccc(Nc2nc(N/N=C\c3ccc4c(c3)OCO4)nc(N3CCOCC3)n2)cc1 | 11 | 4 | 3 | x | -8 | -3 | x | -1
COc1ccc(OC(=O)COc2ccc(C)cc2)cc1 | 3 | 2 | -1 | 5 | 1 | 6 | -10 | 1
Cc1ccc(S(=O)(=O)CCC(=O)N2CCN(c3ccc([N+](=O)[O-])cc3)CC2)cc1 | 0 | 1 | -3 | 2 | -19 | 3 | x | -7
Cc1ccc(F)c(S(=O)(=O)NC(=O)C2(C)CCN2C(=O)c2ccc(C(F)(F)F)nc2C)c1 (stereo not given) | 0 | x | 6 | -3 | 1 | 5 | -12 | -2
O=C(Cn1cnc2ccccc21)OCC(=O)N1CCc2ccccc2C1 | x | 35 | 9 | 9 | 2 | x | 7 | 0
C[C@@H]1CN([C@H](C)CO)C(=O)Cc2cc(NC(=O)Cc3cn(C)c4ccccc34)ccc2O[C@H]1CN(C)Cc1ccc(Oc2ccccc2)cc1 | 3 | 21 | -4 | 62 | 32 | -4 | -6 | 2
O=C(NN=C1CCCC1)c1ccc(Br)cc1 | x | -2 | -2 | 8 | 1 | x | -4 | 1
O=C(CCN1CCCCC1)NCC[C@@H]1CC[C@@H](NS(=O)(=O)c2cccc(F)c2)[C@@H](CO)O1 | 6 | -3 | 3 | 19 | -11 | -3 | -2 | -2
OCc1ccc(N=Nc2ccccc2)cc1 | -96 | 1 | 0 | x | -185 | -9 | 0 | -5
Cc1cc(Cl)c(C)c(S(=O)(=O)N2CCN(C(=O)C3CCCO3)CC2)c1Cl (stereo not given) | -8 | -1 | -4 | 11 | -8 | 2 | -2 | -1
CC1=C(C(=O)Nc2cc(C(=O)NCCCOC(C)C)ccc2C)SCCO1 | 15 | -12 | 3 | -13 | 13 | 4 | -7 | 1
CCCCc1nc2ccccc2c(NC(=O)CN(CC)CC)c1CCC | x | -5 | -2 | -45 | x | x | 18 | 3
O=C(N1CCOCC1)C12CC3CC(C1)CC(c1ccccc1)(C3)C2 | x | -2 | -7 | 1 | x | x | 0 | -2
CC[C@H](C)[C@@H](CO)NC(=O)[C@H]1O[C@@H](n2ccc(N)nc2=O)[C@H](O)[C@@H]1O | -14 | x | 2 | 1 | -6 | 29 | -4 | 1
CCOc1ccc(CCNC(=O)COC(=O)COc2ccc(Br)cc2)cc1OCC | -14 | -10 | 0 | x | -8 | 69* | 9 | 3
CC(C)OC(=O)CN1C(=O)C(C)(C)Oc2ccc(C(=O)NC(C)(C)C)cc21 | x | x | 1 | 7 | x | x | -1 | -1
CCCCN1C(=O)C(CC(=O)NC(c2ccccc2)c2ccccc2)CC(C(=O)N(C)C)=C1C (stereo not given) | 4 | x | 2 | 2 | -9 | -5 | 3 | -1
N#Cc1c(-c2ccccc2)ccnc1Oc1ccccc1 | x | -16 | 3 | -13 | x | x | 4 | 3

Four of the compounds above, field by field.
SMILES: O=C(N1CCOCC1)C12CC3CC(C1)CC(c1ccccc1)(C3)C2
  LGR2 inh: x	ARNT-TACC3 inh: -2	PglD DTNB: -7	C2C12 statin: 1	PAX8 reporter: x	INS-1E GSIS act: x	PGC1a acetyl inh: 0	Cneo AK release: -2

SMILES: CC[C@H](C)[C@@H](CO)NC(=O)[C@H]1O[C@@H](n2ccc(N)nc2=O)[C@H](O)[C@@H]1O
  LGR2 inh: -14	ARNT-TACC3 inh: x	PglD DTNB: 2	C2C12 statin: 1	PAX8 reporter: -6	INS-1E GSIS act: 29	PGC1a acetyl inh: -4	Cneo AK release: 1

SMILES: CCOc1ccc(CCNC(=O)COC(=O)COc2ccc(Br)cc2)cc1OCC
  LGR2 inh: -14	ARNT-TACC3 inh: -10	PglD DTNB: 0	C2C12 statin: x	PAX8 reporter: -8	INS-1E GSIS act: 69*	PGC1a acetyl inh: 9	Cneo AK release: 3

SMILES: CC(C)OC(=O)CN1C(=O)C(C)(C)Oc2ccc(C(=O)NC(C)(C)C)cc21
  LGR2 inh: x	ARNT-TACC3 inh: x	PglD DTNB: 1	C2C12 statin: 7	PAX8 reporter: x	INS-1E GSIS act: x	PGC1a acetyl inh: -1	Cneo AK release: -1

The results go on.
SMILES | LGR2 inh | ARNT-TACC3 inh | PglD DTNB | C2C12 statin | PAX8 reporter | INS-1E GSIS act | PGC1a acetyl inh | Cneo AK release
COCC(=O)Nc1ccc2c(c1)[C@@H]1C[C@H](CC(=O)NCc3ccc(-c4ccccc4)cc3)O[C@@H](CO)[C@@H]1O2 | 24 | -3 | 1 | -4 | 26 | -30 | -2 | 3
CSc1nsc(NC(=O)OCc2ccc(Cl)cc2)n1 | -10 | -5 | -7 | -7 | 17 | -13 | x | -2
O=C1N[C@@H](c2ccccc2)COC(=O)[C@@H](Cc2ccc(F)cc2)C/C=C\C[C@H]1CC(=O)N(CCO)Cc1ccccc1 | 20 | 5 | -2 | 1 | 5 | -16 | -11 | 2
CN(C)c1cc[n+](CC(=O)Nc2ccc(Oc3ccccc3)cc2)cc1 | 8 | -13 | x | x | 89* | -28 | -5 | x
CCn1c(CNC(=O)c2cccnc2)cc2ccccc21 | 12 | 0 | 0 | 13 | 24 | -13 | x | -2
O=C(Nc1ccccc1F)N[C@@H]1C=C[C@@H](CC(=O)N2CCCCC2)O[C@H]1CO | -2 | 12 | -4 | -4 | -7 | -12 | -14 | 1
CCCNC(=O)Nc1ccc2c(c1)C(=O)N(C)C[C@@H](OC)[C@H](C)CN(C(=O)CC)[C@@H](C)CO2 | 2 | 2 | -1 | -6 | -8 | -1 | -9 | 1
Cc1c(C(=O)Nc2cccc(S(=O)(=O)N3CCCC3)c2)oc2ccccc12 | 1 | -4 | 1 | x | -19 | 1 | -26 | -1
Cc1ccc(C(=O)N2CCCC(N(C)Cc3ccccc3)C2)s1 (stereo not given) | -8 | -1 | 2 | 9 | -11 | 11 | x | 1
CC(=O)NCc1ccc(-c2csc(N)n2)s1 | x | 2 | 6 | 3 | 9 | x | 9 | 1
CC(C)C(C)(C#N)NC(=O)CSc1nc2scc(-c3ccccc3)c2c(=O)[nH]1 (stereo not given) | 5 | 0 | -6 | x | 35 | -3 | 11 | 6
C[C@@H]1CN([C@@H](C)CO)C(=O)Cc2cc(NS(C)(=O)=O)ccc2O[C@H]1CN(C)C(=O)Nc1cccc2ccccc12 | 8 | -16 | 9 | 16 | 28 | 16 | 6 | 1
COc1ccc(OC)c(C(=O)CSc2nnnn2C)c1 | x | 7 | 2 | -8 | x | x | x | -1
COc1ccc(CCNc2ncnc3sc(C)cc23)cc1OC | 3 | -1 | -4 | -18 | 41 | -36 | x | 1
COc1cccc(C2CC(c3ccccc3)n3ncnc3N2)c1 (stereo not given) | -22 | -17 | 4 | 10 | -2 | 9 | 3 | 0
C[C@H](NC(=O)C[C@@H]1C=C[C@H](NC(=O)Cc2ccccn2)[C@H](CO)O1)c1ccccc1 | 3 | -3 | -1 | 2 | x | 22 | 0 | -1
O=C(C[C@H]1C[C@@H]2c3cc(NC(=O)NC4CCCC4)ccc3O[C@@H]2[C@@H](CO)O1)NCc1ccc(-c2ccccc2)cc1 | -9 | -5 | -1 | -64 | 25 | -13 | -7 | -62
Cn1nc(C(=O)NCc2cccc(F)c2)cc1C(=O)NCc1cccc(F)c1 | 4 | 3 | -6 | 9 | 4 | -34 | -1 | 0
CN1CCN(C(=O)c2ccccc2NC(=O)c2ccc(C(C)(C)C)cc2)CC1 | 8 | -4 | -4 | -5 | 1 | 0 | x | 0
C[C@H](CO)N1C[C@H](C)[C@H](CN(C)C(=O)Cc2ccccc2)Oc2cc(-c3ccccc3)ccc2S1(=O)=O | -2 | 6 | 1 | -36 | 3 | -20 | 16 | -14
Cc1noc(C)c1NC(=O)Nc1ccc2c(c1)C(=O)N([C@H](C)CO)C[C@@H](C)[C@@H](CN(C)S(=O)(=O)c1ccc(Cl)cc1)OCCCC[C@H](C)O2 | 5 | 13 | 1 | x | 3 | -9 | 1 | -9
C/C(CCc1oc2ccccc2c1-c1ccc(C)o1)=N/O | x | -9 | -18 | -6 | x | x | -3 | -2
COc1cccc(/C=N\NC(=O)C2=NNC(=O)C2C)c1O (stereo not given) | -2 | 71* | x | x | 11 | -1 | x | x
COc1cccc(NC(=O)CSc2nc3ccccc3c(=O)n2CCCC(=O)N2CCCC2)c1 | x | 2 | 1 | 23 | x | x | -4 | 1
COCOCCn1cc(CN2CCS(=O)(=O)N(Cc3ccc(-c4ccc(F)cc4)cc3)C(CC(C)C)C2=O)nn1 (stereo not given) | 13 | x | -1 | -9 | 20 | -14 | -12 | -1
Cc1c(C(N)=O)cc([N+](=O)[O-])cc1[N+](=O)[O-] | 3 | x | x | -3 | -11 | x | 9 | x
Cc1noc(C)c1S(=O)(=O)Nc1ccc2c(c1)C(=O)N([C@H](C)CO)C[C@H](C)[C@H](CN(C)S(=O)(=O)c1cn(C)cn1)OCCCC[C@@H](C)O2 | 1 | -24 | 0 | x | -8 | 29 | -9 | -2
CCC1NC(=O)c2cc(S(N)(=O)=O)c(Cl)cc2N1 (stereo not given) | -5 | -1 | 0 | 1 | -3 | -12 | x | 0
O=C(C[C@@H]1CC[C@H]2[C@@H](COC[C@@H](O)CN2Cc2ccc(C(F)(F)F)cc2)O1)NCCc1ccccc1 | -3 | -6 | 1 | 41 | x | -14 | 1 | -2
CCc1cc(=O)oc2c3c(cc(OCC(=O)NCCCn4ccnc4)c12)OC(C)(C)CC3 | 2 | 4 | -1 | -13 | x | 2 | -10 | 0
